Assay outcomes: PubChem BioAssay, Sanford-Burnham Center for Chemical Genomics
697 NFkB inh = inhibitors of the PMA/ionomycin-induced NF-kB reporter in 697 B cells. 697 B-cell NF-kB luciferase reporter, 16 h. hit rate 0.33% among 330,000. inhibition, % at 4 µM; in the data active means inhibition above about 35%
Gli-Sufu antag = blocks Gli-Sufu signaling in a luciferase reporter | Sufu-KO-LIGHT fibroblasts, Gli luciferase reporter luminescence | inhibition, % at 5 µM | hit rate 0.74% among 340,000 | AID 588413;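 active means inhibition above about 55%, limit read from the data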;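 further: 0% = DMSO-treated cells and 100% = wells with medium but no cells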
Apaf-1 inh = human Apaf-1 inhibition; O14727; reconstituted apoptosome caspase-3 activity, DEVD-Rh110 fluorescence; inhibition, % at 20 µM; hit rate 0.71% among 330,000; AID 489030; active means inhibition of at least 40% at 20 µM;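 further: plate controls were DMSO wells for no effect and DEVD-CHO caspase inhibitor wells for full effect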
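detection = Rh110 fluorescence intensity | test system = biochemical Apaf-1 apoptosome reconstitution | also added = cytochrome c and DEVD-Rh110 substrate | schedule = 30 min plus 50 min, RT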
SENP8 inh = SENP8 protease inhibition | Q96LD8 | hit rate 1.2% among 330,000 | purified SENP8, Z-RLRGG-aminoluciferin cleavage, luminescence | inhibition, % at 10 µM
HKDC1 inhibitor = HKDC1 (human) hexokinase inhibition; Q2TB90; inhibition, % at 20 µM; AID 493160; hit rate 0.16% among 340,000; recombinant HKDC1, G6PDH/diaphorase resazurin coupled fluorescence;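 active means inhibition above about 35% when tested at 20 µM, limit read from the data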;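 further: plate controls were DMSO wells with enzyme for no effect and DMSO wells lacking enzyme for full effect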
Target sequence (Q2TB90 whole entry, looked up): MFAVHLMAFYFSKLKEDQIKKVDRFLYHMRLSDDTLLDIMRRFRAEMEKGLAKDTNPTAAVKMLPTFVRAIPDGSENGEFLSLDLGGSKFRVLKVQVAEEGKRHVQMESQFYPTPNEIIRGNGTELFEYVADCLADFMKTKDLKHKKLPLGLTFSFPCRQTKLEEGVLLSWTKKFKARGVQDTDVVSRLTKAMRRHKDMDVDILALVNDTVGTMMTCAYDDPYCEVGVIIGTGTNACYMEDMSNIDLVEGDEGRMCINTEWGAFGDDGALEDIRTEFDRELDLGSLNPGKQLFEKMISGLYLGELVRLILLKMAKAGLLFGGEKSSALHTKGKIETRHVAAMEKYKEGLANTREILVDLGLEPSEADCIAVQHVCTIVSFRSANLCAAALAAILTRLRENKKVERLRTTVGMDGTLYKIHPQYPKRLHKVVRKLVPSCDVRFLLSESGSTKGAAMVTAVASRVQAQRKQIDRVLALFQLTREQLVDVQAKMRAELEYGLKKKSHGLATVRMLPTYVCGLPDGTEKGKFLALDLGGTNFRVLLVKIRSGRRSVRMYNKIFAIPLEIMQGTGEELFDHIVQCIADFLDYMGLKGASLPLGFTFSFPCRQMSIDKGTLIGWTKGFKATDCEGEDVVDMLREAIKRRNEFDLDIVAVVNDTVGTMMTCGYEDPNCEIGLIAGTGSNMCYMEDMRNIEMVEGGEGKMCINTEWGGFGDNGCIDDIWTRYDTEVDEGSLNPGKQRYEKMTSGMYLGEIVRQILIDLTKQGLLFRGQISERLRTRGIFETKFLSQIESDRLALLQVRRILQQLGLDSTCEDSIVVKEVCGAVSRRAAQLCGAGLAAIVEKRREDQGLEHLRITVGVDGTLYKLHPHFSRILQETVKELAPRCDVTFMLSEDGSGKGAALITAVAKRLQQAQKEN
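Assay system: recombinant HKDC1 hexokinase; detection: coupled resazurin fluorescence, excitation 525 nm, emission 613 nm; benchmarks: DMSO-plus-enzyme-mix negative control, buffer-substituted positive control; compound dosing: single 20 µM dose; schedule: 90 min at room temperature in dark; also added: glucose plus 1 mM ATP as hexokinase substrates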
UBC13 polyUb = inhibitors of human UBC13 polyubiquitin chain formation | hit rate 0.47% among 330,000 | inhibition, % at 20 µM | TR-FRET | P61088; in the data active means inhibition above about 45%, passing the limit was not always enough
Target sequence (P61088 whole entry, looked up): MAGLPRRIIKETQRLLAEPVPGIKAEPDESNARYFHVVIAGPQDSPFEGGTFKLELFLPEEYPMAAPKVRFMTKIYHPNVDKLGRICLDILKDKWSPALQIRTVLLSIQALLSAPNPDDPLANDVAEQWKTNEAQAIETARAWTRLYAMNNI
SENP7 inh = SENP7 protease inhibition; inhibition, % at 5 µM; Q9BQF6; recombinant SENP7, Z-RLRGG-aminoluciferin luminescence, 40 min; hit rate 1.5% among 330,000; AID 434973;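 active means inhibition above about 50% at the single test dose, limit read from the data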;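 further: plate controls were DMSO with enzyme for no effect and no enzyme buffer wells for full effect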
Jurkat NFkB inh = lowers PMA/ionomycin-induced NF-kB signal in Jurkat cells. inhibition, % at 4 µM. PMA/ionomycin-induced NF-kB luciferase reporter, luminescence. hit rate 0.53% among 330,000. AID 435003
Numbers without * were called inactive. Unless noted, no stated cut-off is given here; in the data, active means inhibition above about 50%; inactive means the rest.

How did Cc1ccc(C)n1-c1ccc(C(=O)Nc2ccccc2F)cc1 do in these assays?
697 NFkB inh: -34.4; Gli-Sufu antag: -34.4; Apaf-1 inh: 9.2; SENP8 inh: 7.8; HKDC1 inhibitor: 0.5; UBC13 polyUb: -6.2; SENP7 inh: 9.0; Jurkat NFkB inh: -32.4

How did Cc1ccc(CNC(=O)C(=O)NCC2OCCN2C(=O)c2ccc3c(c2)OCO3)cc1 (stereo not given) do in these assays?
697 NFkB inh: -0.2; Gli-Sufu antag: -12.9; Apaf-1 inh: -2.3; SENP8 inh: 0.1; HKDC1 inhibitor: -8.5; UBC13 polyUb: 5.1; SENP7 inh: 3.5; Jurkat NFkB inh: 0.3

What do the screens show for `CC1CCN(S(=O)(=O)c2ccc(NC(=O)[C@@H]3CCCC[C@@H]3C(=O)O)cc2)CC1`?
697 NFkB inh: 11.5; Gli-Sufu antag: -20.2; Apaf-1 inh: -0.5; SENP8 inh: -3.0; HKDC1 inhibitor: -4.9; UBC13 polyUb: -0.3; SENP7 inh: -11.5; Jurkat NFkB inh: 18.4

How did Cc1noc(C)c1CSc1nnc2n(-c3ccccc3)c(=O)c3ccccc3n12 do in these assays?
697 NFkB inh: 22.5; Gli-Sufu antag: 15.3; Apaf-1 inh: 0.7; SENP8 inh: 6.1; HKDC1 inhibitor: 0.1; UBC13 polyUb: -0.5; SENP7 inh: 7.9; Jurkat NFkB inh: -1.1

What do the screens show for `COc1ccccc1C(=O)Nc1ccc(S(=O)(=O)N2CCCCC2c2cccnc2)cc1` (stereo not given)?
697 NFkB inh: -21.6; Gli-Sufu antag: 8.0; Apaf-1 inh: 30.6; SENP8 inh: -6.0; HKDC1 inhibitor: 5.0; UBC13 polyUb: -8.9; SENP7 inh: -3.5; Jurkat NFkB inh: 0.8

Results for COc1ccc(C(=O)CSc2nnc(-c3cc4ccccc4cc3O)n2Cc2ccco2)cc1 ?
697 NFkB inh: 16.5; Gli-Sufu antag: 3.7; Apaf-1 inh: 4.6; SENP8 inh: -5.1; HKDC1 inhibitor: -4.2; UBC13 polyUb: -1.7; SENP7 inh: 3.8; Jurkat NFkB inh: -6.4

What do the screens show for `COc1ccc(N(CC(=O)Nc2ccc(C)c(F)c2)S(=O)(=O)c2c(C)noc2C)cc1`?
697 NFkB inh: -6.3; Gli-Sufu antag: 10.8; Apaf-1 inh: 13.3; SENP8 inh: -7.0; HKDC1 inhibitor: 1.5; UBC13 polyUb: 6.8; SENP7 inh: -0.1; Jurkat NFkB inh: 1.4

How did O=C(CSc1nnnn1C1CCCCC1)Nc1nc2c(s1)CCCC2 do in these assays?
697 NFkB inh: -39.4; Gli-Sufu antag: -11.4; Apaf-1 inh: 12.3; SENP8 inh: -7.7; HKDC1 inhibitor: 3.9; UBC13 polyUb: -1.8; SENP7 inh: -8.3; Jurkat NFkB inh: -8.0

Results for CCOC(=O)c1cnc2c(C)cc(C)cc2c1NCCCN1CCOCC1 ?
697 NFkB inh: -17.1; Gli-Sufu antag: 26.0; Apaf-1 inh: -6.4; SENP8 inh: -5.4; HKDC1 inhibitor: -2.6; UBC13 polyUb: 4.2; SENP7 inh: -4.2; Jurkat NFkB inh: 13.4

Results for Cc1cc(OC(C)C(=O)NCCCN2CCOCC2)c2c(C)cc(=O)oc2c1 (stereo not given) ?
697 NFkB inh: -15.4; Gli-Sufu antag: -1.2; Apaf-1 inh: -4.6; SENP8 inh: 0.2; HKDC1 inhibitor: 2.4; UBC13 polyUb: 0.1; SENP7 inh: -2.7; Jurkat NFkB inh: 3.1

Results for O=C1c2cccc(OCC(=O)N3CCCc4ccccc43)c2CCN1Cc1ccccc1 ?
697 NFkB inh: 9.9; Gli-Sufu antag: -14.6; Apaf-1 inh: 13.7; SENP8 inh: -11.7; HKDC1 inhibitor: -5.4; UBC13 polyUb: -3.5; SENP7 inh: 4.3; Jurkat NFkB inh: 12.4

How did O=C(/C=C/c1ccccc1[N+](=O)[O-])NCCCn1ccnc1 do in these assays?
697 NFkB inh: 0.5; Apaf-1 inh: 0.3; SENP8 inh: -8.5; HKDC1 inhibitor: -1.3; UBC13 polyUb: -3.7; SENP7 inh: -7.9; Jurkat NFkB inh: -12.6

What do the screens show for `CC(=O)c1ccc(NC(=O)C2C3C=CC(C3=C(c3ccccc3)c3ccccc3)C2C(=O)O)cc1` (stereo not given)?
697 NFkB inh: -2.9; Gli-Sufu antag: 5.8; Apaf-1 inh: 16.1; SENP8 inh: -2.7; HKDC1 inhibitor: 6.2; UBC13 polyUb: -19.9; SENP7 inh: -3.5; Jurkat NFkB inh: -13.9

How did CCN(CC)CCn1c(=N)n(CC(O)COc2ccccc2)c2ccccc21 (stereo not given) do in these assays?
697 NFkB inh: -7.0; Gli-Sufu antag: 16.9; Apaf-1 inh: 5.6; SENP8 inh: -7.8; HKDC1 inhibitor: -7.3; UBC13 polyUb: -4.1; SENP7 inh: -0.5; Jurkat NFkB inh: -1.9

Results for O=S(=O)(NCc1csc(-c2cccs2)n1)c1cccs1 ?
697 NFkB inh: -15.2; Gli-Sufu antag: -16.8; Apaf-1 inh: -12.2; SENP8 inh: -2.0; HKDC1 inhibitor: -1.4; UBC13 polyUb: 6.7; SENP7 inh: 1.9; Jurkat NFkB inh: 1.7

Results for COCCNC(=O)CN(C(=O)Cn1nnc2ccccc21)c1cc(C)cc(C)c1 ?
697 NFkB inh: 16.4; Gli-Sufu antag: 10.2; Apaf-1 inh: -12.7; SENP8 inh: 1.4; HKDC1 inhibitor: -13.0; UBC13 polyUb: 3.1; SENP7 inh: 4.2; Jurkat NFkB inh: 10.2

What do the screens show for `Cc1nc(C)c(C(=O)NNS(=O)(=O)c2ccc([N+](=O)[O-])cc2)s1`?
697 NFkB inh: 10.1; Gli-Sufu antag: -10.3; Apaf-1 inh: -6.9; SENP8 inh: 0.4; HKDC1 inhibitor: -8.9; UBC13 polyUb: -0.7; SENP7 inh: -7.5; Jurkat NFkB inh: -0.1

How did CCN(CC)C(=O)c1ccccc1NC(=O)CN1C(=O)c2ccccc2S1(=O)=O do in these assays?
697 NFkB inh: -10.7; Gli-Sufu antag: -8.7; Apaf-1 inh: 0.3; SENP8 inh: -3.0; HKDC1 inhibitor: -8.4; UBC13 polyUb: -6.2; SENP7 inh: 1.4; Jurkat NFkB inh: -4.5

What do the screens show for `Cc1onc(-c2ccccc2Cl)c1C(=O)N[C@@H](C)c1ccccc1`?
697 NFkB inh: 9.3; Gli-Sufu antag: -0.3; Apaf-1 inh: -16.3; SENP8 inh: -0.5; HKDC1 inhibitor: -4.8; UBC13 polyUb: 0.4; SENP7 inh: 4.8; Jurkat NFkB inh: 3.9

How did CC(C)Cc1nnc(NC(=O)CCC(=O)N2CCOCC2)s1 do in these assays?
697 NFkB inh: 12.1; Gli-Sufu antag: -9.2; Apaf-1 inh: -34.2; SENP8 inh: 6.0; HKDC1 inhibitor: -11.3; UBC13 polyUb: -4.7; SENP7 inh: 4.0; Jurkat NFkB inh: -4.5

How did CCN(CC)S(=O)(=O)c1cccc(-c2nnc(SC(C)C(N)=O)n2CCc2ccccc2)c1 (stereo not given) do in these assays?
697 NFkB inh: -4.0; Gli-Sufu antag: -2.5; Apaf-1 inh: 3.3; SENP8 inh: -4.4; HKDC1 inhibitor: 1.7; UBC13 polyUb: -2.4; SENP7 inh: -5.9; Jurkat NFkB inh: -3.0

What do the screens show for `CN(C)S(=O)(=O)N1CCC(n2nccc2NC(=O)CCCc2ccccc2)CC1`?
697 NFkB inh: 14.3; Gli-Sufu antag: -5.2; Apaf-1 inh: -1.2; SENP8 inh: -2.9; HKDC1 inhibitor: -1.9; UBC13 polyUb: 4.5; SENP7 inh: 4.2; Jurkat NFkB inh: 16.4

How did COc1ccc2c(c1)n([O-])c1c([n+]2=O)CCC1 do in these assays?
697 NFkB inh: -1.0; Gli-Sufu antag: 0.3; Apaf-1 inh: -17.7; SENP8 inh: -8.0; HKDC1 inhibitor: 3.6; UBC13 polyUb: -19.0; SENP7 inh: -2.2; Jurkat NFkB inh: -3.3

What do the screens show for `O=C(CN1C(=O)NC2(CCCCCC2)C1=O)NC1CC1`?
697 NFkB inh: 8.7; Gli-Sufu antag: -5.5; Apaf-1 inh: -8.1; SENP8 inh: 2.3; HKDC1 inhibitor: -1.6; UBC13 polyUb: 3.4; SENP7 inh: 7.2; Jurkat NFkB inh: 8.8

Results for COc1ccc(NS(=O)(=O)c2cccc(C(=O)NNC(=O)CNC(=O)c3ccco3)c2)cc1 ?
697 NFkB inh: -6.4; Gli-Sufu antag: 3.6; Apaf-1 inh: 13.9; SENP8 inh: 2.9; HKDC1 inhibitor: -5.7; UBC13 polyUb: -9.5; SENP7 inh: 2.7; Jurkat NFkB inh: -1.1

What do the screens show for `O=S(=O)(/C=C/c1ccccc1)N1CCc2ccccc2C1`?
697 NFkB inh: -3.5; Gli-Sufu antag: 2.8; Apaf-1 inh: 11.2; SENP8 inh: -1.5; HKDC1 inhibitor: 2.1; UBC13 polyUb: 4.0; SENP7 inh: -2.6; Jurkat NFkB inh: 1.9

Results for CCN(C(=O)CSc1nnc(-c2cccs2)o1)C1CCS(=O)(=O)C1 (stereo not given) ?
697 NFkB inh: 14.2; Gli-Sufu antag: 2.7; Apaf-1 inh: -6.2; SENP8 inh: 6.6; HKDC1 inhibitor: -1.9; UBC13 polyUb: 4.1; SENP7 inh: -3.5; Jurkat NFkB inh: 10.0

Results for O=c1oc2ccccc2c(Nc2ccc3ncccc3c2)c1[N+](=O)[O-] ?
697 NFkB inh: -26.3; Gli-Sufu antag: -6.7; Apaf-1 inh: 1.9; SENP8 inh: -4.0; HKDC1 inhibitor: 2.5; UBC13 polyUb: -11.1; SENP7 inh: -0.7; Jurkat NFkB inh: -1.0

What do the screens show for `CCCNC(=O)CN(CCc1ccccc1)S(C)(=O)=O`?
697 NFkB inh: 13.3; Gli-Sufu antag: 2.0; Apaf-1 inh: -20.9; SENP8 inh: 0.0; HKDC1 inhibitor: -8.8; UBC13 polyUb: 5.8; SENP7 inh: 7.5; Jurkat NFkB inh: 10.3

What do the screens show for `O=C(CSc1cn(Cc2ccccc2)c2ccccc12)NCc1ccc(F)cc1`?
697 NFkB inh: -7.1; Gli-Sufu antag: -0.3; Apaf-1 inh: -1.7; SENP8 inh: 2.0; HKDC1 inhibitor: -0.8; UBC13 polyUb: 4.3; SENP7 inh: 1.3; Jurkat NFkB inh: 18.8

How did O=S(=O)(c1ccc(F)cc1)N1CCc2ccccc21 do in these assays?
697 NFkB inh: -4.2; Gli-Sufu antag: 21.9; Apaf-1 inh: 11.6; SENP8 inh: -4.0; HKDC1 inhibitor: 4.0; UBC13 polyUb: -9.6; SENP7 inh: 1.9; Jurkat NFkB inh: 6.7

How did CCC(C)C(NC(=O)C1CCC(C)CC1)C(=O)NC(CCSC)C(=O)OC (stereo not given) do in these assays?
697 NFkB inh: 2.1; Gli-Sufu antag: 14.2; Apaf-1 inh: -1.6; SENP8 inh: -1.4; HKDC1 inhibitor: -1.2; UBC13 polyUb: 3.3; SENP7 inh: 2.6; Jurkat NFkB inh: 4.9

Part of the list above in order of SMILES length, high to low.
Results for COc1ccc(NS(=O)(=O)c2cccc(C(=O)NNC(=O)CNC(=O)c3ccco3)c2)cc1 ?
697 NFkB inh: -6.4; Gli-Sufu antag: 3.6; Apaf-1 inh: 13.9; SENP8 inh: 2.9; HKDC1 inhibitor: -5.7; UBC13 polyUb: -9.5; SENP7 inh: 2.7; Jurkat NFkB inh: -1.1

How did CCN(CC)S(=O)(=O)c1cccc(-c2nnc(SC(C)C(N)=O)n2CCc2ccccc2)c1 (stereo not given) do in these assays?
697 NFkB inh: -4.0; Gli-Sufu antag: -2.5; Apaf-1 inh: 3.3; SENP8 inh: -4.4; HKDC1 inhibitor: 1.7; UBC13 polyUb: -2.4; SENP7 inh: -5.9; Jurkat NFkB inh: -3.0

Results for CCN(C(=O)CSc1nnc(-c2cccs2)o1)C1CCS(=O)(=O)C1 (stereo not given) ?
697 NFkB inh: 14.2; Gli-Sufu antag: 2.7; Apaf-1 inh: -6.2; SENP8 inh: 6.6; HKDC1 inhibitor: -1.9; UBC13 polyUb: 4.1; SENP7 inh: -3.5; Jurkat NFkB inh: 10.0

Rows are unselected (roughly 3.6% active in at least one column).
